# Compound activity (PubChem BioAssay)
# M5 ag = human M5 muscarinic receptor agonists, primary screen, CHO-K1 cells, Fluo-8 calcium fluorescence. CHO-K1 hM5 cells; 0% DMSO wells, 100% maximal acetylcholine response. 0.19% of 360,000 active. Muscarinic acetylcholine receptor M5 (Homo sapiens), P08912. activation, % at 3 µM;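 active means activation above the run's mean over test compounds plus 3 SD, cut at about 23% in these data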;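 further: signal is peak over basal fluorescence ratio across the kinetic read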
# CHRM1 antagonist = human M1 muscarinic receptor antagonists, primary screen, CHO-K1 cells, Fluo-8 calcium fluorescence, 1536-well; Muscarinic acetylcholine receptor M1 (Homo sapiens), P11229; CHO-K1 hM1, ACh EC80 antagonist; inhibition, % at 3 µM; 1.3% of 360,000 active; AID 588852, 2011;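 active means percent inhibition above its own plate's cutoff, namely the mean of that plate's compound wells plus 3 SD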;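 further: peak over basal fluorescence ratio during 140 s after agonist addition; 0% = ACh EC80 plus DMSO and 100% = DMSO alone without agonist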
# Target sequence (P11229 whole entry, looked up): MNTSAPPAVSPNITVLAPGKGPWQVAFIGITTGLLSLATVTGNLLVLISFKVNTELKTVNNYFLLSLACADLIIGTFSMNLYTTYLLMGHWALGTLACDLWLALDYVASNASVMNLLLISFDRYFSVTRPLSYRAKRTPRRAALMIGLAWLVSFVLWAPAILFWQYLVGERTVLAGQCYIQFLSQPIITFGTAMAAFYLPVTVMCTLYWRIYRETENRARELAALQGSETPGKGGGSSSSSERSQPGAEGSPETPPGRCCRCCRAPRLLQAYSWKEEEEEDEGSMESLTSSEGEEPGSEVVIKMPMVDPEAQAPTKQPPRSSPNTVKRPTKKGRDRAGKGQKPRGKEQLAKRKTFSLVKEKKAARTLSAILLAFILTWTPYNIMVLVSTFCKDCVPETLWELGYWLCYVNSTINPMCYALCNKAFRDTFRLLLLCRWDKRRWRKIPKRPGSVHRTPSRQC
# CHRM1 PAM = human M1 muscarinic receptor positive allosteric modulators, primary screen, CHO-K1 cells, Fluo-8 calcium fluorescence, 1536-well; CHO-K1 hM1, ACh EC20; 0% = ACh EC20, 100% = maximal ACh; activation, % at 3 µM; 0.088% of 360,000 active; AID 588819, 2011; in the data active means activation above about 19%, passing the limit was not always enough
# CRFR2-BP ag = agonists of CRF-BP/CRF-R2 complex, primary screen, cell-based, HEK293, calcium dye fluorescence, uHTS; calcium dye fluorescence (FLIPR); percent of saturating CRF peptide response; AID 588473, 2011; activation, % at 13.2 µM; CRF-binding protein / CRF receptor 2 complex (human); 0.46% of 350,000 active;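 active means activation of at least 50%, plus an integration ratio under a set limit after plate pattern correction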;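 further: plate controls were neutral control wells without compound for no effect and CRF at EC100 for full effect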
# CHRM5 PAM = human M5 muscarinic receptor positive allosteric modulators, primary screen, CHO-K1 cells, Fluo-8 calcium fluorescence; Muscarinic acetylcholine receptor M5 (Homo sapiens), P08912; CHO-K1 hM5, ACh EC20 PAM; 0% = ACh EC20, 100% = ACh EC100; activation, % at 3 µM; 0.3% of 360,000 active; AID 624038, 2012;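 active means activation above the run cutoff, the mean activation of all test compounds plus 3 SD, cut at about 18% in these data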
#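 System – CHO-K1 hM5 cells · Compound – 3 µM, single dose · Incubation – compound preincubation 140 s before EC20 acetylcholine addition · Technique – Fluo-8 calcium fluorescence · Measure – Max/basal fluorescence ratio as % of EC20–EC100 ACh window · Benchmarks – low control EC20 acetylcholine (0%), high control EC100 acetylcholine (100%) · Replication – singlicate, one well per test compound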
# M4 antag = human M4 muscarinic receptor antagonists, primary screen, CHO cells, Fluo-8 calcium fluorescence; CHO-hM4 cells, ACh EC80; inhibition, % at 3 µM; 0.73% of 360,000 active; AID 624125, 2012;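 active means inhibition above its plate's cutoff, the mean inhibition of sample wells plus 3 SD, cut at about 27% in these data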;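 further: 0% = acetylcholine EC80 with DMSO and 100% = DMSO without agonist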
# Target sequence (P08173 whole entry, looked up): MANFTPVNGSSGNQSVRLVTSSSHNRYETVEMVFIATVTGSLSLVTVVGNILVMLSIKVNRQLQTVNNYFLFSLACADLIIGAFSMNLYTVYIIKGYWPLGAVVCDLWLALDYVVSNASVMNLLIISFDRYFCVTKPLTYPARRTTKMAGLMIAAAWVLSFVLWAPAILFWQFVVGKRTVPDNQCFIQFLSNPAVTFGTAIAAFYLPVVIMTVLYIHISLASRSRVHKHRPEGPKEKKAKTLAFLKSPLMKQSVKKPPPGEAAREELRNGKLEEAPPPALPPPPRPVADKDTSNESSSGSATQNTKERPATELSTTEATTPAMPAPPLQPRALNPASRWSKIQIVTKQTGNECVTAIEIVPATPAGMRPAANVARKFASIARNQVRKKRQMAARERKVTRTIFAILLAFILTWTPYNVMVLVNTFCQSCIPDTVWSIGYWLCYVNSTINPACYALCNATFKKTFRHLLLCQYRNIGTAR
# M5 antag = human M5 muscarinic receptor antagonists, primary screen, CHO cells, Fluo-8 calcium fluorescence; CHO-hM5 cells, ACh EC80; inhibition, % at 3 µM; 0.59% of 360,000 active; AID 624040, 2012;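 active means inhibition above a per-plate cutoff, the mean of that plate's test compounds plus 3 SD, cut at about 27% in these data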;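 further: 0% = acetylcholine EC80 with DMSO and 100% = DMSO without agonist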
# CHRM4 agonist = human M4 muscarinic receptor agonists, primary screen, CHO-K1 cells, Fluo-8 calcium fluorescence; CHO-K1 hM4/Gqi5; vehicle 0%, full acetylcholine response 100%; 0.14% of 360,000 active; activation, % at 3 µM; Muscarinic acetylcholine receptor M4 (Homo sapiens), P08173;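 active means activation above the run mean over all test wells plus 3 SD, cut at about 32% in these data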;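 further: peak over basal fluorescence ratio per well then scaled between controls; 0% = DMSO wells and 100% = acetylcholine at EC100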
# M4 PAM = human M4 muscarinic receptor positive allosteric modulators, primary screen, CHO-K1 cells, Fluo-8 calcium fluorescence | Muscarinic acetylcholine receptor M4 (Homo sapiens), P08173 | CHO-K1 hM4/Gqi5, ACh EC20; 0% = ACh EC20, 100% = maximal ACh | activation, % at 3 µM | 0.4% of 360,000 active;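 active means activation above its plate's cutoff, the mean activation of sample wells plus 3 SD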; further: some results filed as inactive read as strong as hits
# Active calls of the source: *; / = no result given. An unsorted share of the library. Share with any hit: about 2.8%.
M5 ag	CHRM1 antagonist	CHRM1 PAM	CRFR2-BP ag	CHRM5 PAM	M4 antag	M5 antag	CHRM4 agonist	M4 PAM	smiles
-6	1	3	-1.4	-11	-1	16	0	-1	CCOC(=O)CN1N=C(/C=C/c2ccc(C(C)C)cc2)CCC1=O
0	-4	-1	-0.4	-7	3	15	0	-4	COc1ccc(-c2csc(NC(=O)CSc3nc(C)nc4sc(C(=O)O)c(C)c34)n2)cc1
0	-12	9	-0.1	6	1	-4	0	8	CCC(C)[C@H](NC(=O)Nc1ccc(S(N)(=O)=O)cc1)C(=O)OC (stereo not given in full)
2	-15	8	2.5	0	-7	10	1	6	CC(C)c1cc(-c2cc(-c3ccc(Cl)cc3)on2)nc(NCC2CC2)n1
-3	-4	11	-0.6	2	-6	-9	1	6	O=C(CNS(=O)(=O)c1ccc(F)cc1)N1CCCCCC1
-1	-1	8	-1.7	-10	3	26	2	10	COc1cc2c(cc1OC)[C@@H]1Cc3cc4c(cc3[C@H](C2)N1C)OCO4
-2	-12	12	2.8	9	-3	-7	0	3	Cc1cccc(NC(=O)CCN2CCOCC2)c1
-3	-12	9	2.7	-3	7	1	1	-1	Cc1ccc(-c2nc(C)sc2CC(=O)OCC(=O)Nc2c(F)cccc2F)cc1
1	-4	-1	3.5	-3	-1	2	2	-4	CCOC(=O)c1cc2c(c(CCO)n1)[C@@H](CCO)N(S(=O)(=O)C(C)(C)C)C2
-4	-3	3	-3.7	-3	-16	4	0	12	O=C(NCCS(=O)(=O)N1CCN(c2ccccc2F)CC1)c1ccc(Br)cc1
1	2	-1	/	-4	4	3	0	1	CC(=O)c1ccc(-c2cnc3c(NC=O)cc(-c4ccc(C(=O)N5CCOCC5)cc4)cn23)cc1
0	9	-6	/	-3	-1	6	3	-2	CCC(CC)C(=O)N(C)c1c(C)nc2c(OCc3cccc(OC)c3)cccn12
-5	11	-5	1.7	0	16	-1	8	-5	O=C(/C=C/c1ccc2ccccc2n1)N1CCN(S(=O)(=O)c2ccc(F)cc2)CC1
-3	-26	6	-0.8	3	-2	0	0	8	COc1cc(CC(=O)NCc2ccccn2)cc(OC)c1OC
-3	0	6	0.2	0	-1	1	0	9	COc1ccc(NC(=O)C(=O)NNC(=O)C(C)Oc2ccc(Cl)cc2Cl)cc1 (stereo not given)
1	15	-9	-0.6	-10	11	12	10	-6	CC(C)c1cc(C(=O)NC2CCCc3c2cnn3-c2ccccc2F)no1 (stereo not given)
-1	-8	9	-1.1	-6	-8	11	2	9	O=C(Cn1nnc(-c2ccccc2)n1)NC(=O)NC1CCCC1
-4	-14	11	0.3	-4	3	10	0	-6	S=C(Nc1ccc(Br)cc1Cl)N1CCCC1
-2	-5	-1	-0.7	-3	-8	1	1	-3	CCOc1ccc(NS(=O)(=O)c2ccc(C)c(C(=O)NCCCn3ccnc3)c2)cc1
-1	21	-11	-0.6	-10	-3	13	18	-8	O=C(C1CCCN(c2ncnc3c2nc2n3CCCCC2)C1)N1CCN(c2ccccc2)CC1 (stereo not given)
-2	20	-11	17	-4	10	-9	0	-10	Cc1ccc(NC(=O)C(NC2CCCc3ccccc32)c2ccccc2)c([N+](=O)[O-])c1 (stereo not given)
3	-6	4	-3.3	3	-1	6	2	-1	CC1(c2ccccc2Cl)NC(=O)N(CC(=O)Nc2ccccc2OC(F)F)C1=O (stereo not given)
-4	3	6	-2.2	2	1	-5	0	3	CCOC(=O)C1CCN(S(=O)(=O)c2ccc(CC)cc2)CC1
5	-5	7	-1.7	8	-17	-12	3	1	O=[N+]([O-])c1ccc2[nH]ncc2c1
0	-2	8	-4.6	-1	9	5	0	10	C=CC(=O)Nc1cccc(N(C)c2ccnc(Nc3ccc(N4CCN(C)CC4)cc3)n2)c1
-13	0	-3	0.3	-2	-1	4	1	2	CN1CCCC(OC(=O)c2cccc(Cl)c2)C1 (stereo not given)
0	-12	5	0.1	2	4	1	1	-5	CCc1ccccc1NC(=O)C1CCCN1C(=O)NCc1ccccc1 (stereo not given)
1	-15	14	0.9	-5	1	7	1	3	CN(Cc1cn(C)nc1-c1cccc(Cl)c1)C1CCOCC1
-2	-24	11	-2.7	-6	1	6	-1	-1	Cc1c(NC(=O)c2cc(CC(C)C)on2)c(=O)n(-c2ccccc2)n1C
-6	-8	4	-0.8	7	-2	7	1	1	Cc1nc(SCc2ccc(Cl)c(Cl)c2)n[nH]1
2	-6	3	-0.9	3	0	2	3	-6	CS(=O)(=O)N(Cc1ccccc1)c1ccccc1C(=O)N1CCN(c2ccccc2)CC1
-2	-5	9	-0.1	1	5	-5	0	10	CCCC(=O)Nc1cc(C(=O)O)ccc1S(=O)(=O)c1ccc(C)cc1
3	-5	5	2.2	-7	-10	1	1	7	Cc1ccccc1C(=O)N1CCC(C(=O)N2CCN(c3ncccn3)CC2)CC1
-16	-3	7	-2.2	0	0	8	0	-6	CN(C)C1=NCC(CSC(=N)N)S1 (stereo not given)
-6	2	-3	-1.0	-2	2	3	-1	-4	COc1ccc(C)c2sc(N3CCCC3)nc12
1	-2	6	1.2	5	-4	1	1	8	CC(=O)NCCC(=O)Nc1cc(S(=O)(=O)N2CCOCC2)ccc1N1CCCC1
-5	-2	3	-3.7	1	5	3	5	-2	CC(C)COc1cccc(C(=O)Nc2cc(S(=O)(=O)N3CCOCC3)ccc2N2CCCC2)c1
-2	-1	2	0.2	7	-6	-9	4	5	CCOc1ccc(CCNC(=O)COC(=O)/C=C/c2ccc(OC(F)F)c(OC)c2)cc1OCC
1	-16	13	-0.6	3	-14	-4	1	5	COc1ccc(CN2CCC[C@]3(N[C@H](c4ccc(OC)cc4)[C@@H]4C(=O)N(C)C(=O)[C@@H]43)C2=O)cc1
-2	-14	6	0.9	8	-33	-22	0	7	COc1ccc([C@H]2C[C@H](O)[C@@H](n3cc(C4CC4)nn3)CN2Cc2cccs2)cc1
-1	-2	3	-1.5	-2	-11	2	0	1	COc1ccc(-c2nc3ccccn3c2CN2CCN(c3ccccc3F)CC2)cc1
-1	-9	9	-0.7	3	-1	-4	0	1	Cc1cccc(NC(=S)N2CCN(C(=O)C3CCCO3)CC2)c1 (stereo not given)
-4	2	0	-0.2	-5	-11	-5	1	10	CCOC(=O)N1CCN(C2CCCN(C(=O)c3ccccc3C(F)(F)F)C2)CC1 (stereo not given)
8	3	-8	2.3	-17	1	12	17	-17	CCOC(=O)c1ccc(NC(=O)Nc2ccc3c(c2)OCCO3)cc1
-1	-17	11	-0.9	-6	-7	5	1	3	COc1cc2c(cc1OC)CN(S(=O)(=O)c1ccc(Cl)nc1)CC2

# A few values from above.
# `CCOC(=O)N1CCN(C2CCCN(C(=O)c3ccccc3C(F)(F)F)C2)CC1` (stereo not given) in CHRM4 agonist is listed with 1
# `CS(=O)(=O)N(Cc1ccccc1)c1ccccc1C(=O)N1CCN(c2ccccc2)CC1` in CHRM1 PAM is listed with 3
# `CC(=O)NCCC(=O)Nc1cc(S(=O)(=O)N2CCOCC2)ccc1N1CCCC1` in M5 ag is listed with 1

# (listing goes on)
M5 ag	CHRM1 antagonist	CHRM1 PAM	CRFR2-BP ag	CHRM5 PAM	M4 antag	M5 antag	CHRM4 agonist	M4 PAM	smiles
-3	-9	9	0.5	-1	11	5	1	-2	Cc1nnnn1CC(=O)Nc1ccccc1[N+](=O)[O-]
0	-5	13	-0.1	4	-4	-1	1	2	CN(Cc1cccnc1)C(=O)CNC(=O)COc1ccccc1
-1	-3	7	14	8	-13	-10	2	0	Cc1nc(CSc2ccccc2)cc(=O)[nH]1
-4	-4	6	2.5	-1	9	2	0	2	Cc1cccc(S(=O)(=O)Nc2nc3ccccc3nc2Nc2ccc3c(c2)OCO3)c1
-9	-7	6	0.6	-3	0	3	0	2	COc1ccc2c(C)cc(N3CCOCC3)nc2c1
1	-8	4	-0.2	-3	10	9	1	2	COc1cc(/C=N/N=C2/C(=O)Nc3ccccc32)cc(OC)c1O
2	-2	6	0.4	-3	2	10	0	0	O=c1ccc(Cl)nn1-c1ccccc1
-2	-4	10	6.7	1	3	-6	1	-5	CN(C)/C=C(\C#N)S(=O)(=O)C(C)(C)C
1	0	4	-2.1	0	11	-3	6	0	CCNC(=S)NNC(=O)c1cc(-c2ccc(OCC)cc2)nc2ccccc12
-2	-3	3	-1.7	-1	2	12	0	-1	O=C1C2CCCN2C(=S)N1c1ccccc1 (stereo not given)
-10	9	-22	1.5	-19	15	9	2	-16	CCOC(=O)[C@H]1[C@H]2COc3ccccc3[C@@H]2N2C(=O)c3cc(Cl)ccc3NC(=O)[C@@]12C
5	-2	3	-0.8	-7	3	-3	12	-14	CC(C)(C)OC(=O)NCCc1nnc(SCC(=O)Nc2cccc(Cl)c2)o1
1	-5	7	-1.3	3	-5	2	4	5	CC(C)(C)c1ccc(C(=O)NCCC(=O)Nc2ccc3c(c2)OCCO3)cc1
-5	-2	0	-3.4	-5	-8	-7	0	-5	O=C(O)c1ccc(Cl)c(S(=O)(=O)N(Cc2ccccc2)c2ccc(Cl)cc2)c1
3	13	-2	1.5	6	-14	-2	1	20	COc1ccc(-c2sc3ccccc3c2C#CCO)cc1
8	-32	27	-0.5	-6	3	-5	1	-5	CCc1c(C)nc(N2CCN(c3ccccc3)CC2)[nH]c1=O
2	2	2	0.2	2	-1	-5	3	1	CCS(=O)(=O)Nc1c(C)n(C)n(-c2ccccc2)c1=O
2	-16	9	7.8	0	3	-7	0	14	COc1ccc(N/N=C(/N=Nc2nc(C)cc(=O)[nH]2)c2ccccc2)cc1
1	-2	7	0.0	-3	-5	6	0	2	COc1ccccc1NC1=NC(C)(C)N=C(N)N1
1	-7	17	4.0	2	13	6	4	3	O=C(NCc1cc([N+](=O)[O-])ccc1O)c1cccnc1Sc1ccccc1Cl
-4	3	-1	-3.5	0	-2	0	1	-1	CCCCNC(=O)N1CCc2ccccc2C1
-2	-18	18	-1.8	-2	-7	15	0	2	O=C(Nc1ccc(C(=O)c2ccc(C(=O)O)c(C(=O)O)c2)cc1)c1ccccc1
0	-38	12	-0.3	-3	8	0	1	2	O=S1(=O)CCN(Cc2ccc(Cl)c(Cl)c2)CC1
2	9	-6	-0.7	-15	-12	8	12	-3	CC1CCCC(NC(=S)Nc2cccc(S(=O)(=O)N(C)C)c2)C1C (stereo not given)
-2	-10	5	1.6	-1	-8	-2	0	4	COC(=O)c1[nH]c(C)c(/C(O)=C2\C(=O)C(=O)N(CCN(C)C)C2c2cc(OC)ccc2OC)c1C (stereo not given)
